KOR beta-arrestin-1: KOR antagonists, beta-arrestin recruitment, cell-based, luminescence, uHTS (AID 1778) | KOR beta-arrestin recruitment, luminescence, antagonist mode; higher % means a stronger effect | inhibition, % at 10 µM, or IC50 in µM where a hit was titrated | 0.091% of 290,000 active; in the data active = inhibition above about 50%; also: strong numbers were not always called active
KOR beta-arrestin-2: kappa opioid receptor activators – cell-based, luminescence, uHTS, primary screen (AID 1777); activation, % at 10 µM; hits with a dose series show EC50 in µM; 0.02% of 280,000 active; KOR beta-arrestin recruitment, luminescence; higher % means a stronger effect; in the data active = activation above about 50%, passing the limit was not always enough; also: a part of the inactive calls stands beside numbers as strong as those of hits
Siah-1 displacement: blockers of Siah-1 interaction with plectin peptide – biochemical, fluorescence polarization, rhodamine-plectin, uHTS, primary screen (AID 1817). Siah-1 / rhodamine-plectin peptide fluorescence polarization; higher % means a stronger effect. displacement, % at 20 µM, or IC50 in µM where a hit was titrated. 0.02% of 290,000 active;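 active = displacement of at least 50% at 20 µM, with a fluorescence ratio check between 0.3 and a set limit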;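 also: plate controls were Siah plus tracer with DMSO for no effect and tracer alone without Siah for full effect; strong numbers were not always called active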
GPR35 antagonists: inhibition of zaprinast-stimulated GPR35 beta-arrestin translocation – imaging, U2OS, beta-arrestin-GFP, zaprinast agonist, primary screen (AID 2058). U2OS GPR35 beta-arrestin-GFP translocation imaging, zaprinast antagonism; higher % means a stronger effect. inhibition, % at 10 µM, or IC50 in µM where a hit was titrated. 0.052% of 290,000 active;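 active = inhibition of at least 50% with at least 30 cells and total cytoplasm GFP at most 10,000,000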
GPR55 beta-arrestin: selective activators of receptor GPR55 – imaging, U2OS cells, beta-arrestin-GFP redistribution, primary screen (AID 1961). U2OS GPR55 beta-arrestin-GFP redistribution imaging; higher % means a stronger effect. activation, % at 10 µM, or EC50 in µM where a hit was titrated. 0.048% of 290,000 active;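 active = activation above 40% with more than 50 cells counted in the well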;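 also: U2OS osteosarcoma cells stably expressing GPR55 and beta-arrestin-GFP; plate controls were DMSO negative control for no effect and LPI positive control for full effect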
HIV fusion peptide: inhibitors of HIV fusion peptide binding, primary screen, biochemical, uHTS, fluorescence dequenching (AID 1986); 0.3% of 290,000 active; cell-free peptide binding, fluorescence dequenching, 30 min; higher % means a stronger effect; one-dose inhibition, % at 20 µM; IC50 in µM for titrated hits; in the data active = inhibition mostly above about 52%, no sharp cut-off; inactive = mostly below about 76%; also: some results filed as inactive read as strong as hits
NOD1 NF-kB reporter: NOD1 signaling inhibitors, primary screen, cell-based, luminescence, uHTS (AID 1578); NOD1-driven NF-kB luciferase reporter cells, luminescence; higher % means a stronger effect; one-dose inhibition, % at 4 µM; EC50 in µM for titrated hits; 1% of 290,000 active; in the data active = inhibition mostly above about 36%, no sharp cut-off; inactive = mostly below about 34%;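 also: HEK-293T reporter cells stimulated with the NOD1 agonist gamma-tri-DAP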
GPR55 LPI antagonism: GPR55 antagonists blocking LPI-driven arrestin recruitment, primary screen, imaging, U2OS, beta-arrestin-GFP, LPI agonist (AID 2013); U2OS GPR55 beta-arrestin-GFP translocation imaging, LPI antagonism; higher % means a stronger effect; inhibition, % at 10 µM, or IC50 in µM where a hit was titrated; 0.13% of 290,000 active;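 active = spots per cell inhibited over 60%, with over 100 cells counted and total cytoplasm intensity under 500,000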;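 also: U2OS cells stably carrying GPR55 and arrestin-GFP stimulated by 5 µM LPI near EC80; imaged beta-arrestin-GFP aggregate spots per cell after agonist stimulation; plate controls were LPI-stimulated DMSO wells for no effect and DMSO wells without LPI for full effect; some results filed as inactive read as strong as hits; confirmed hits need IC50 under 10 µM and bright autofluorescent wells are also inconclusive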
AID2073: inhibitors of Mint1-CaV2.2 protein interaction, biochemical, HTRF (AID 2073); HTRF protein-protein interaction, Mint1-CaV2.2; higher % means a stronger effect; inhibition, % at 20 µM, or IC50 in µM where a hit was titrated; 0.19% of 290,000 active; in the data active = inhibition mostly above about 51%, no sharp cut-off; also: some results filed as inactive read as strong as hits
* hit, by the source's call; x = not tested or not shown; [ ] = dose if it differs, or a comment.

KOR beta-arrestin-1,KOR beta-arrestin-2,mol,Siah-1 displacement,GPR35 antagonists,GPR55 beta-arrestin,HIV fusion peptide,NOD1 NF-kB reporter,GPR55 LPI antagonism,AID2073
-2.6%,-3.2%,CCOC(=O)C(C)/C(C)=N/NC(=O)c1cc2ccccc2cc1O (configuration not stated),39.0%,3.7%,-0.4%,39.4%,-28.4%,19.0%,42.4%
7.3%,-4.4%,N#Cc1cn(CC(=O)N2CCc3ccccc3C2)c2ccccc12,1.4%,-16.7%,0.2%,-1.4%,-0.7%,22.9%,-2.6%
6.8%,3.8%,Brc1ccc2c(c1)[C@H]1OCC[C@H]1[C@@H](c1cccs1)N2,-9.3%,4.6%,-0.1%,-1.0%,21.2%,-0.4%,-1.3%
-26.9%[20 µM],x,Cc1nc2ncnn2c(N2CCN(S(=O)(=O)c3ccc(Br)cc3)CC2)c1C,4.2%,4.0%,-0.1%,1.1%,4.5%,4.3%,9.3%
-7.6%,0.5%,Cc1ccccc1OCC(=O)Nc1ccncc1,1.5%,8.5%,-0.1%,-0.8%,27.3%,0.9%,-6.9%
-31.1%[20 µM],x,O=C(O)CCC(=O)Nc1ccc(NC(=O)c2ccc(Cl)cc2Cl)c(Cl)c1,1.1%,-2.0%,-0.2%,-0.1%,-39.4%,3.5%,3.6%
-16.1%,0.2%,CC(C)c1ccc2[nH]c3nc(SCC(=O)NC4CC4)nnc3c2c1,3.3%,-20.3%,0.1%,0.9%,-19.3%,-0.1%,-3.3%
-16.9%,-1.0%,Cc1nn(-c2ccccc2)c(C)c1C(=O)OCc1ccc(C#N)cc1,1.0%,9.1%,0.0%,-2.0%,-6.9%,-4.3%,0.4%
23.9%,-1.7%,CC1CCCC(NC(=O)NC(=O)CCl)C1C (configuration not stated),-7.7%,17.1%,-0.2%,-1.5%,x,8.8%,-9.7%
3.4%,-0.8%,CN(CCc1ccccn1)C(=S)NC(=O)c1ccco1,4.0%,-13.0%,-0.8%,0.4%,-35.8%,5.0%,-16.9%
3.9%,-3.1%,CCCNC(=O)CNC(=S)N(Cc1cc(OC)c(OC)c(OC)c1)C1CCCC1,3.4%,-2.5%,-0.3%,-2.5%,-27.7%,8.0%,-35.1%
-32.9%,-2.3%,c1ccc(-c2cn3nc4c(nc3n2)CCCC4)cc1,2.2%,-1.2%,-0.1%,-1.0%,16.8%,15.3%,-3.6%
35.0%,-5.8%,O=C(COc1ccccc1)NNc1nc2c(F)cccc2s1,6.2%,-6.4%,-0.1%,-2.8%,-31.5%,-1.2%,-3.3%
-4.7%,-0.1%,CSc1ccccc1NC(=O)c1cnccn1,-2.0%,0.5%,0.2%,1.9%,-10.6%,13.6%,8.2%
-21.4%[20 µM],x,C=COCCNC(=S)Nc1ccccc1,1.0%,9.2%,0.0%,1.1%,-31.1%,11.0%,4.5%
11.3%,-2.5%,COCCn1nnnc1C(c1ccc2ncccc2c1)N1CCc2ccccc21 (configuration not stated),-1.4%,18.4%,-0.2%,-0.4%,6.1%,-1.1%,14.4%
-1.0%,-4.9%,Cn1c(C(=O)Nc2ccc3c(c2)OCCO3)cc2c(=O)n(C)c3ccccc3c21,-0.3%,-13.6%,-0.1%,-2.2%,-24.4%,12.2%,6.9%
22.4%,0.9%,O=C(CCCN1C(=O)CCC1=O)Nc1ccc2c(c1)OCCO2,0.2%,6.4%,-0.1%,-2.8%,-18.5%,4.2%,22.7%
-31.1%,-2.0%,CC(Sc1cccc[n+]1[O-])C(=O)Nc1ccc([N+](=O)[O-])cc1Cl (configuration not stated),0.7%,1.3%,-0.4%,-0.4%,-22.4%,-5.1%,-10.2%
4.4%,-5.2%,COc1ccc(C(=O)N/C(=C\c2ccc(OC)c(OC)c2)C(=O)N2CCCCC2)cc1,-1.3%,-11.5%,-0.2%,2.1%,-24.9%,0.2%,-13.7%
-9.7%,4.1%,O=C(N/N=C/c1ccc[nH]1)c1cc2ccccc2cc1O,10.8%,4.6%,0.0%,48.4%,-19.2%,5.3%,30.4%
4.9%,0.4%,CCOC(=O)C1(Cc2ccc(O)cc2)NC(c2ccco2)C2C(=O)N(c3ccccc3F)C(=O)C21 (configuration not stated),-0.1%,-9.0%,0.0%,-0.9%,-3.4%,-4.9%,40.6%
4.0%,-3.8%,CN(C)S(=O)(=O)c1cccc2nsnc12,-3.4%,10.1%,0.2%,1.9%,-4.5%,12.5%,-1.6%
-1.6%,-3.8%,CCOCCCNC(=O)N[C@@H](Cc1ccccc1)C(=O)OC,4.2%,13.2%,-0.2%,0.9%,-12.4%,6.1%,-9.9%
1.3%,-3.4%,CCN(C(=S)Nc1ccc(OC(F)F)cc1)C1CCCCC1,-0.1%,8.8%,-0.4%,-2.4%,9.2%,-3.4%,-23.2%

Record cards, as listed above. Order of values: KOR beta-arrestin-1, KOR beta-arrestin-2, Siah-1 displacement, GPR35 antagonists, GPR55 beta-arrestin, HIV fusion peptide, NOD1 NF-kB reporter, GPR55 LPI antagonism, AID2073
Cn1c(C(=O)Nc2ccc3c(c2)OCCO3)cc2c(=O)n(C)c3ccccc3c21 is listed as -1.0%, -4.9%, -0.3%, -13.6%, -0.1%, -2.2%, -24.4%, 12.2%, 6.9%
CN(C)S(=O)(=O)c1cccc2nsnc12 is listed as 4.0%, -3.8%, -3.4%, 10.1%, 0.2%, 1.9%, -4.5%, 12.5%, -1.6%

Back to the main list with the 3 entries that preceded the break.
KOR beta-arrestin-1,KOR beta-arrestin-2,mol,Siah-1 displacement,GPR35 antagonists,GPR55 beta-arrestin,HIV fusion peptide,NOD1 NF-kB reporter,GPR55 LPI antagonism,AID2073
4.0%,-3.8%,CN(C)S(=O)(=O)c1cccc2nsnc12,-3.4%,10.1%,0.2%,1.9%,-4.5%,12.5%,-1.6%
-1.6%,-3.8%,CCOCCCNC(=O)N[C@@H](Cc1ccccc1)C(=O)OC,4.2%,13.2%,-0.2%,0.9%,-12.4%,6.1%,-9.9%
1.3%,-3.4%,CCN(C(=S)Nc1ccc(OC(F)F)cc1)C1CCCCC1,-0.1%,8.8%,-0.4%,-2.4%,9.2%,-3.4%,-23.2%
5.9%,-2.3%,CC(=O)NNc1ncnc2c1cnn2-c1ccc(C)cc1,1.4%,-9.4%,-0.7%,1.0%,-37.6%,8.6%,0.8%
8.4%,-3.3%,COc1ccc(CNC(=O)COC(=O)c2cnccn2)cc1,-2.7%,1.3%,0.3%,-0.3%,2.1%,7.1%,-3.0%
-2.5%,0.8%,Clc1cc(Cl)cc(Nc2ncnc(-n3cccc3)n2)c1,-3.1%,-5.2%,-0.1%,-0.2%,-11.3%,9.1%,14.1%
-5.6%,3.5%,O=C(C1CC1)N1CCN(S(=O)(=O)c2ccc3c(c2)OCCO3)CC1,2.9%,0.1%,-0.2%,2.0%,-12.9%,4.2%,0.7%
20.3%,0.7%,O=C(NC1CCCCC1)C1CCN(S(=O)(=O)c2cccc3nsnc23)CC1,-3.8%,12.7%,0.0%,-1.3%,3.2%,5.4%,-19.5%
23.0%,-1.4%,COCCNc1ncnc2c1cnn2Cc1ccc(Cl)cc1,-3.7%,2.4%,0.3%,-0.6%,-22.2%,-9.8%,-1.8%
-2.2%,-1.1%,O=C(O)c1cccc(NS(=O)(=O)c2ccc(-c3ccc(S(=O)(=O)Nc4cccc(C(=O)O)c4)cc3)cc2)c1,6.5%,-9.2%,0.0%,46.1%,-39.4%,2.4%,6.6%
4.4%,1.4%,CCOC(=O)N1CCN(C(=O)c2cccc(N3C(=O)NC4CC3(C)Oc3ccc(Cl)cc34)c2)CC1 (configuration not stated),-0.4%,15.7%,0.0%,0.6%,-0.7%,-15.7%,-6.1%
22.1%,1.1%,O=C(Nc1ccc(Cl)c(C(F)(F)F)c1)C1CCCN(S(=O)(=O)c2cnc[nH]2)C1 (configuration not stated),2.6%,-5.2%,0.0%,2.6%,7.9%,4.4%,-0.2%
-1.3%,0.1%,Cc1ccc2[nH]c3c(c2c1)CCNC3=O,0.5%,-2.0%,1.3%,-1.4%,-41.5%,7.8%,17.0%
14.2%,-3.4%,CN1C(=O)c2ccccc2Sc2ccc(NC(=O)N3CCOCC3)cc21,-3.5%,26.0%,0.1%,-1.6%,-5.9%,2.9%,-5.2%
-67.0%,3.0%,C/C(Nc1ccccc1)=C(/C#N)C(N)=O,-1.8%,9.6%,-0.1%,14.8%,-14.6%,-80.4%,-4.8%
-14.5%,10.6%,CCOC(=O)C1=C(NC(=O)c2ccc(Br)o2)Nc2ccccc2N=C1,-1.7%,11.5%,-0.1%,-1.8%,-9.6%,4.9%,3.7%
15.5%,-0.7%,O=S1(=O)CC/C(=N\O)c2ccccc21,6.7%,-11.3%,1.1%,0.0%,-24.9%,3.7%,1.6%
-19.4%,-2.3%,CCCCCCCn1c(=O)c(C(=O)OC)c(N)c2ccccc21,4.3%,9.6%,-0.1%,0.9%,4.8%,-4.8%,22.0%
7.4%,1.8%,O=C1c2ccccc2C(O)(c2ccccc2)N1c1ccncc1 (configuration not stated),6.2%,-1.5%,0.0%,0.2%,0.3%,7.3%,5.2%
-71.4%,0.6%,COc1ccc(C(=O)c2ccc(Cl)c([N+](=O)[O-])c2)cc1,-0.1%,3.8%,0.7%,0.5%,-24.2%,14.4%,-2.0%
16.0%,1.5%,CC(C(=O)Nc1ccc([N+](=O)[O-])cc1)N1CCN(C/C=C/c2ccccc2)CC1 (configuration not stated),-1.4%,-9.6%,0.8%,-1.2%,-19.9%,8.8%,36.7%
-21.3%,-5.5%,COc1ccc(CCC(=O)Nc2ccc(C(=O)c3ccncc3)cc2)cc1,-6.1%,2.1%,-0.3%,0.0%,-2.7%,8.1%,5.1%
-36.8%,3.4%,Cc1ccc(/C=N/NC(=O)c2cc(C)oc2C)cc1,0.0%,-2.9%,-0.1%,-0.4%,-0.1%,-25.6%,-8.7%
-6.3%,-0.9%,O=C(NNC(=O)c1ccccc1C(=O)O)c1cc2ccccc2o1,-1.7%,3.3%,0.2%,-0.3%,3.1%,5.2%,11.6%
-17.6%,1.2%,COCCOC(=O)C1=C(C)OC(N)=C(C#N)C1c1ccco1 (configuration not stated),-5.1%,6.4%,-0.2%,2.4%,17.0%,-7.7%,11.6%
14.3%,-0.9%,Cc1cccc(C)c1NC(=O)COC(=O)c1cccnc1,-0.7%,-6.1%,-0.3%,4.2%,-15.4%,-1.5%,3.2%
6.5%,29.4%,Cc1ccc(NC(=S)N(CCN(C)C)Cc2cc3cc(C)cc(C)c3[nH]c2=O)cc1,5.9%,-8.4%,-0.3%,4.7%,-15.6%,19.9%,-1.1%

The list is partial; count on the stated rates, not on these rows.
